HIV peptide binding – inhibitors of HIV fusion peptide binding, primary screen, biochemical, uHTS, fluorescence dequenching (AID 1986). cell-free peptide binding, fluorescence dequenching, 30 min; higher % means a stronger effect. hit rate 0.3% among 290,000. inhibition, % at 20 µM; hits with a dose series show IC50 in µM; in the data active = inhibition mostly above about 52%, no sharp cut-off; inactive = mostly below about 76%; note: some results filed as inactive read as strong as hits
Large T inhibition – SV40 large T antigen inhibitors, biochemical (AID 1903). SV40 large T antigen ATPase/helicase inhibition assay; higher % means a stronger effect. one-dose inhibition, % at 20 µM; IC50 in µM for titrated hits. hit rate 0.39% among 310,000; in the data active = a potency from the dose series; inconclusive = inhibition mostly from about 32% at the one dose, without a potency; inactive = the rest, 99 in 100 with inhibition below about 32%; note: strong numbers were not always called active
LYP inhibition – inhibitors of LYP phosphatase, biochemical, fluorescence intensity, uHTS (AID 1779); Tyrosine-protein phosphatase non-receptor type 22 (Homo sapiens); recombinant LYP phosphatase, fluorescence intensity; higher % means a stronger effect; inhibition, % at 11.5 µM; hits with a dose series show IC50 in µM; hit rate 0.054% among 290,000; in the data active = inhibition above about 50%;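 note: plate controls were vehicle with enzyme for no effect and no enzyme for full effect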
AID2073 – inhibitors of Mint1-CaV2.2 protein interaction, biochemical, HTRF (AID 2073) | Voltage-dependent N-type calcium channel subunit alpha-1B (Homo sapiens) | HTRF protein-protein interaction, Mint1-CaV2.2; higher % means a stronger effect | inhibition, % at 20 µM; hits with a dose series show IC50 in µM | hit rate 0.19% among 290,000; in the data active = inhibition mostly above about 51%, no sharp cut-off; inconclusive = no clear call, values can overlap the other calls; inactive = mostly below about 53%; note: some results filed as inactive read as strong as hits
Dengue-2 NS5 capping – Dengue-2 NS5 methyltransferase inhibitors, primary screen, biochemical, confirmation dose response (AID 588689). Genome polyprotein (Dengue virus type 2 (strain 16681-PDK53)). Dengue-2 NS5 methyltransferase capping enzyme assay, biochemical; higher % means a stronger effect. inhibition, % at 25 µM, or IC50 in µM where a hit was titrated. hit rate 0.3% among 340,000; in the data active = a potency from the dose series; inconclusive = inhibition above about 29% without an active follow-up result
Siah-1 displacement – Siah-1 peptide-binding antagonists, primary screen, biochemical, fluorescence polarization, rhodamine-plectin, uHTS (AID 1817); Siah-1 / rhodamine-plectin peptide fluorescence polarization; higher % means a stronger effect; displacement, % at 20 µM; hits with a dose series show IC50 in µM; hit rate 0.02% among 290,000;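 active = displacement of at least 50% at 20 µM, with a fluorescence ratio check between 0.3 and a set limit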;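 note: plate controls were Siah plus tracer with DMSO for no effect and tracer alone without Siah for full effect; strong numbers were not always called active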
XIAP antagonists – XIAP antagonists, biochemical, IAP family, fluorescence polarization (AID 1018); E3 ubiquitin-protein ligase XIAP (Homo sapiens); XIAP BIR domain, fluorescence polarization peptide displacement; higher % means a stronger effect; one-dose displacement, % at 20 µM; IC50 in µM for titrated hits; hit rate 0.007% among 200,000; in the data active = displacement above about 50%; note: a part of the inactive calls stands beside numbers as strong as those of hits
RSV antiviral HEp-2 – RSV antiviral activity via CPE protection, HEp-2 cells, primary 10 µM value included (AID 2391); HEp-2 cells, RSV-induced CPE inhibition; higher % means a stronger effect; hit rate 0.13% among 310,000; one-dose CPE inhibition, % at 10 µM; IC50 in µM for titrated hits; in the data active = a potency from the dose series; inconclusive = CPE inhibition mostly from about 23% at the one dose, without a potency; inactive = the rest, 99 in 100 with CPE inhibition below about 21%; note: strong numbers were not always called active
MgcRacGAP inhibition – MgcRacGAP GTPase-activating activity inhibitors, confirmation, biochemical, ADP Hunter fluorescence; inhibition, % at 30 µM; hits with a dose series show IC50 in µM; MgcRacGAP-stimulated Rac1 GTP hydrolysis, ADP Hunter fluorescence; higher % means a stronger effect; GST-tagged Rac1 F28L mutant substrate; hit rate 0.6% among 340,000; Rac GTPase-activating protein 1 (Homo sapiens);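 active = first-screen hits whose inhibition reached a set limit at any dose in the follow-up dose series; inconclusive = inhibition above the set first-screen limit but never retested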;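 note: fluorescence reports GDP produced by GAP-driven GTP hydrolysis; strong numbers were not always called active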
Starred values were filed as active, the others as inactive; ? = inconclusive; / = no result given. Compounds as they come; any-hit rate near 1.7%.

SMILES	HIV peptide binding	Large T inhibition	LYP inhibition	AID2073	Dengue-2 NS5 capping	Siah-1 displacement	XIAP antagonists	RSV antiviral HEp-2	MgcRacGAP inhibition
Nc1ccc(S(=O)(=O)c2cccc(N)c2)cc1	0.9%	3%	-1%	16%	-6%	0%	-3.2%	0.9%	5%
Cc1cccnc1NC(=O)C(C)N1C(=O)c2ccccc2C1=O (configuration not stated)	-1.3%	8%	-7%	-9%	2%	1%	/	1.3%	2%
COc1ccc(/C=C/CN2CCN(CC(C)C)C(CCO)C2)cc1 (configuration not stated)	-1.3%	8%	1%	19%	14%	0%	-6.2%	0.9%	6%
O=C(NCc1ccncc1)C1CCC(=O)N(CCc2ccc(Cl)cc2)C1 (configuration not stated)	-1.4%	-3%	-7%	6%	-8%	-5%	/	0.1%	9%
CC(C)Oc1ccc(C(=O)NCC(=O)OCC(=O)N(C)Cc2cccs2)cc1	0.9%	6%	-8%	-5%	-3%	1%	-2.5%	1.1%	1%
COCCNC(=O)c1ccc2c3n(nc2c1)-c1ccc(C)cc1CO3	-2.6%	23%	-10%	11%	-7%	-4%	/	6.2%	-3%
O=S(=O)(c1ccccc1)N(CC(O)CN1CCCCC1)c1ccccc1 (configuration not stated)	-3.9%	-1%	-9%	-5%	-4%	-1%	-7.1%	-0.6%	1%
COc1ccc(/C=C2\SC(=O)N(CCNC(=O)C3CSC4(C)CCC(=O)N34)C2=O)cc1 (configuration not stated)	/	23%	/	/	1%	/	/	-0.9%	6%
CC(C(=O)Nc1ccccc1-c1ccccc1)N1CCCCC1 (configuration not stated)	3.8%	2%	-9%	-4%	-9%	-4%	-6.4%	0.3%	1%
CCCCN(CC)CCNC(=O)CCNC(=O)Cn1ccc2ccccc2c1=O	3.1%	1%	-8%	16%	-7%	7%	-4.7%	-0.1%	11%
N=c1n(Cc2ccc(Cl)cc2)c2ccccc2n1CC(O)COc1ccccc1 (configuration not stated)	-1.9%	7%	-8%	6%	-1%	3%	-0.6%	-5.0%	6%
COc1ccc(CCNc2nc(C)c(C(C)=O)s2)cc1OC	1.0%	14%	-10%	20%	-1%	2%	/	0.8%	5%
CC(=O)Nc1ccc2ccc3cccc4ccc1c2c34	19%	2%	1%	20%	-1%	4%	-7.4%	3.0%	6%
COc1ccc(N2C(=O)CC(C3CCCO3)C2=O)cc1 (configuration not stated)	-0.3%	2%	-3%	4%	-7%	1%	-1.5%	2.7%	3%
O=C(N/N=C/c1cn(-c2cccs2)nc1-c1ccccc1)c1ccccc1Br	1.4%	-6%	10%	0%	1%	0%	-8.5%	?	5%
CCN(Cc1ccncc1)C(=O)c1cc(Br)cc(Br)c1O	1.6%	9%	-4%	?	13%	-6%	-3.2%	0.2%	5%
CSCC(C)N1CCC(n2nccc2NC(=O)c2ccc3c(c2)OCO3)CC1 (configuration not stated)	8.4%	6%	-7%	-4%	12%	7%	/	1.6%	/
COc1cccc(C(=O)N(C)C(C)c2nc3ccccc3s2)c1 (configuration not stated)	0.4%	20%	-5%	-8%	-6%	-1%	/	8.8%	4%
COc1ccccc1NC(=O)c1nnn(CC(=O)Nc2cc(C)cc(C)c2)c1N	1.3%	28%	0%	28%	-1%	6%	/	1.6%	3%
COc1cccc(C2C(C(N)=O)=C(C)Nc3nc(CCCO)nn32)c1 (configuration not stated)	0.1%	7%	-8%	6%	-6%	-8%	/	-0.1%	1%
COC(=O)c1ccc(C2c3[nH]c4ccccc4c3C[C@H]3C(=O)N(C4CCN(Cc5ccccc5)CC4)CC(=O)N23)cc1 (some centres not stated)	0.9%	4%	3%	23%	-9%	-1%	/	-0.4%	6%
CCC(C)(C)NC(=O)C1CCCN1C(=O)NC1CCCCC1 (configuration not stated)	3.9%	8%	-1%	1%	-4%	3%	-2.8%	0.4%	-7%
COc1ccc2cc(C(=O)C3CCCN(C(=O)c4cnccn4)C3)ccc2c1 (configuration not stated)	-0.6%	17%	-8%	17%	-5%	-2%	/	3.2%	12%
CS(=O)(=O)NCCSCc1c(Cl)cccc1Cl	-0.7%	5%	-3%	28%	-2%	2%	1.0%	1.6%	3%
O=C(CCN1CCc2ccccc2C1)c1ccc2c(c1)OCCO2	1.4%	10%	-3%	3%	-60%	-4%	-6.9%	-0.6%	7%
O=C(NCc1ccccc1)/C(=N\O)c1ccccc1	-1.4%	4%	1%	11%	1%	-1%	-1.7%	2.2%	2%
Cc1cc(OC(C)C(=O)N(Cc2ccco2)C2CCS(=O)(=O)C2)cc(C)c1Cl (configuration not stated)	0.8%	24%	-2%	0%	2%	1%	/	1.7%	5%
CC(=O)c1ccc(NC(=O)CSc2ccc3nnc(-c4cccnc4)n3n2)cc1	-1.1%	8%	-1%	12%	-6%	0%	-0.1%	1.4%	7%
COc1cccc(C2N(c3ccccc3)CCN2c2ccccc2)c1OC	0.5%	26%	2%	?	4%	15%	-2.1%	1.0%	2%
Clc1ccc2[nH]c3c(NCCN4CCOCC4)ncnc3c2c1	-2.1%	11%	0%	8%	4%	6%	-8.2%	6.7%	17%

One compound at a time, as listed above. Screens in order: HIV peptide binding	Large T inhibition	LYP inhibition	AID2073	Dengue-2 NS5 capping	Siah-1 displacement	XIAP antagonists	RSV antiviral HEp-2	MgcRacGAP inhibition
COc1cccc(C(=O)N(C)C(C)c2nc3ccccc3s2)c1 (configuration not stated) in the list: 0.4%	20%	-5%	-8%	-6%	-1%	/	8.8%	4%
CC(C)Oc1ccc(C(=O)NCC(=O)OCC(=O)N(C)Cc2cccs2)cc1 in the list: 0.9%	6%	-8%	-5%	-3%	1%	-2.5%	1.1%	1%
Nc1ccc(S(=O)(=O)c2cccc(N)c2)cc1 in the list: 0.9%	3%	-1%	16%	-6%	0%	-3.2%	0.9%	5%
Cc1cccnc1NC(=O)C(C)N1C(=O)c2ccccc2C1=O (configuration not stated) in the list: -1.3%	8%	-7%	-9%	2%	1%	/	1.3%	2%
CC(=O)Nc1ccc2ccc3cccc4ccc1c2c34 in the list: 19%	2%	1%	20%	-1%	4%	-7.4%	3.0%	6%

Individual results from the list.
Siah-1 displacement, CS(=O)(=O)NCCSCc1c(Cl)cccc1Cl stands at 2%
Siah-1 displacement, CCC(C)(C)NC(=O)C1CCCN1C(=O)NC1CCCCC1 (configuration not stated) stands at 3%

New compounds follow
SMILES	HIV peptide binding	Large T inhibition	LYP inhibition	AID2073	Dengue-2 NS5 capping	Siah-1 displacement	XIAP antagonists	RSV antiviral HEp-2	MgcRacGAP inhibition
C/C(=N\NC(=O)Cc1ccccc1)c1ccc(Cl)s1	0.8%	3%	-1%	9%	3%	-2%	/	0.8%	0%
CNC(=O)CSc1nnc(COc2ccc([N+](=O)[O-])cc2)n1C	-0.5%	-1%	-10%	2%	-7%	-1%	-13%	-1.7%	2%
C=CCNc1c2c(nc3ncnn13)CC(C)CC2 (configuration not stated)	-2.1%	5%	2%	-6%	-4%	1%	-12%	3.3%	5%
CCOC(=O)c1c(NC(=O)c2ccc(S(=O)(=O)N(C)CC3CCCO3)cc2)sc2c1CCN(C)C2 (configuration not stated)	1.4%	5%	-3%	31%	-6%	-4%	/	0.0%	7%
Cn1c(=O)n(C)c2cc(C(N)=O)ccc21	-1.2%	1%	-3%	11%	-2%	-2%	-3.8%	1.2%	9%
CCCCOC(=O)C1=C(C)NC(=O)NC1c1ccc([N+](=O)[O-])s1 (configuration not stated)	-2.1%	-4%	-4%	6%	5%	12%	-5.6%	1.2%	1%
Cc1c(Cl)cccc1NC(=O)C1Cc2ccccc2CN1C(=O)c1ccccc1 (configuration not stated)	-0.6%	14%	11%	1%	-7%	4%	-3.1%	3.0%	1%
Cc1nn(C)c(C)c1CNC(=O)Nc1ccc2c(c1)OCO2	1.1%	16%	-6%	-1%	5%	8%	-1.5%	4.2%	-10%
COC(=O)C(=O)/C=C(\O)c1ccc(C)cc1	0.0%	34%	0%	-4%	-9%	2%	-26%	2.0%	3%
Cc1ccc(NC(=O)CCSc2nnc(C)s2)cc1	-2.3%	-4%	-9%	5%	-2%	0%	-2.5%	0.4%	12%
O=C1C2C3C=CC([C@@H]2C(=O)N1C1CC1)[C@H]1C(=O)N(C2CC2)C(=O)C31 (some centres not stated)	0.4%	0%	0%	5%	9%	-1%	-2.0%	1.3%	2%
Cc1ccc(NC(=O)COC(=O)c2ccc(F)cc2Cl)c(Br)c1	-0.1%	8%	-3%	-1%	-4%	4%	-4.4%	1.3%	1%
O=C(O)CCn1c(SCCc2ccccc2)nc2ccccc21	/	?	/	/	2%	/	/	0.5%	11%
Clc1cccc(-c2nnc(-c3ccno3)o2)c1	2.7%	11%	-4%	-6%	-7%	-1%	/	/	6%
O=S(=O)(N1CCCCC1)N1CCN(c2ccc(F)cc2)CC1	0.4%	8%	-2%	0%	-2%	2%	3.8%	1.6%	5%
COc1ccc2cc(CCNC(=O)CC(C)(C)C)c(=O)[nH]c2c1	2.7%	6%	-3%	12%	-6%	7%	-11%	1.0%	3%
Cc1ccc(Cn2nnc3c(=O)[nH]c(C4CCCN(C(=O)Nc5ccc(F)cc5F)C4)nc32)cc1 (configuration not stated)	-4.0%	16%	2%	-5%	-10%	6%	-5.4%	?	10%

Screening results as filed in PubChem BioAssay.
